# Bioassay records: PubChem, Sanford-Burnham Center for Chemical Genomics
# AID2073 = disruptors of CaV2.2 binding to Mint1 – biochemical, HTRF (AID 2073); HTRF protein-protein interaction, Mint1-CaV2.2; higher % means a stronger effect; one-dose inhibition, % at 20 µM; IC50 in µM for titrated hits; 0.19% of 290,000 active; in the data active means inhibition mostly above about 51%, no sharp cut-off; further: some results filed as inactive read as strong as hits
# Siah-1 displacement = Siah-1 peptide-binding antagonists, primary screen, biochemical, fluorescence polarization, rhodamine-plectin, uHTS (AID 1817). displacement, % at 20 µM; hits with a dose series show IC50 in µM. Siah-1 / rhodamine-plectin peptide fluorescence polarization; higher % means a stronger effect. 0.02% of 290,000 active;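 active means displacement of at least 50% at 20 µM, with a fluorescence ratio check between 0.3 and a set limit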;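 further: plate controls were Siah plus tracer with DMSO for no effect and tracer alone without Siah for full effect; strong numbers were not always called active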
# KOR beta-arrestin-1 = kappa opioid receptor activators – cell-based, luminescence, uHTS, primary screen (AID 1777) | KOR beta-arrestin recruitment, luminescence; higher % means a stronger effect | one-dose activation, % at 10 µM; EC50 in µM for titrated hits | 0.02% of 280,000 active; in the data active means activation above about 50%, passing the limit was not always enough; further: a part of the inactive calls stands beside numbers as strong as those of hits
# GPR35 arrestin U2OS = GPR35 antagonists blocking zaprinast-driven arrestin recruitment, primary screen, imaging, U2OS, beta-arrestin-GFP, zaprinast agonist (AID 2058) | one-dose inhibition, % at 10 µM; IC50 in µM for titrated hits | U2OS GPR35 beta-arrestin-GFP translocation imaging, zaprinast antagonism; higher % means a stronger effect | 0.052% of 290,000 active;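 active means inhibition of at least 50% with at least 30 cells and total cytoplasm GFP at most 10,000,000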
# KOR beta-arrestin-2 = KOR antagonists, beta-arrestin recruitment, cell-based, luminescence, uHTS (AID 1778). KOR beta-arrestin recruitment, luminescence, antagonist mode; higher % means a stronger effect. one-dose inhibition, % at 10 µM; IC50 in µM for titrated hits. 0.091% of 290,000 active; in the data active means inhibition above about 50%; further: strong numbers were not always called active
# GPR55 activation = selective activators of receptor GPR55 – imaging, U2OS cells, beta-arrestin-GFP redistribution, primary screen (AID 1961); U2OS GPR55 beta-arrestin-GFP redistribution imaging; higher % means a stronger effect; activation, % at 10 µM; hits with a dose series show EC50 in µM; 0.048% of 290,000 active;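 active means activation above 40% with more than 50 cells counted in the well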;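 further: U2OS osteosarcoma cells stably expressing GPR55 and beta-arrestin-GFP; plate controls were DMSO negative control for no effect and LPI positive control for full effect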
# GPR55 LPI antagonism = GPR55 antagonists blocking LPI-driven arrestin recruitment, primary screen, imaging, U2OS, beta-arrestin-GFP, LPI agonist (AID 2013). U2OS GPR55 beta-arrestin-GFP translocation imaging, LPI antagonism; higher % means a stronger effect. one-dose inhibition, % at 10 µM; IC50 in µM for titrated hits. 0.13% of 290,000 active;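 active means spots per cell inhibited over 60%, with over 100 cells counted and total cytoplasm intensity under 500,000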;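 further: U2OS cells stably carrying GPR55 and arrestin-GFP stimulated by 5 µM LPI near EC80; imaged beta-arrestin-GFP aggregate spots per cell after agonist stimulation; plate controls were LPI-stimulated DMSO wells for no effect and DMSO wells without LPI for full effect; some results filed as inactive read as strong as hits; confirmed hits need IC50 under 10 µM and bright autofluorescent wells are also inconclusive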
# NOD1 NF-kB reporter = inhibition of NOD1-driven NF-kB reporter – cell-based, luminescence, uHTS, primary screen (AID 1578) | NOD1-driven NF-kB luciferase reporter cells, luminescence; higher % means a stronger effect | inhibition, % at 4 µM, or EC50 in µM where a hit was titrated | 1% of 290,000 active; in the data active means inhibition mostly above about 36%, no sharp cut-off; inactive means mostly below about 34%;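 further: HEK-293T reporter cells stimulated with the NOD1 agonist gamma-tri-DAP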
# HIV fusion peptide = inhibitors of HIV fusion peptide binding, primary screen, biochemical, uHTS, fluorescence dequenching (AID 1986); 0.3% of 290,000 active; cell-free peptide binding, fluorescence dequenching, 30 min; higher % means a stronger effect; one-dose inhibition, % at 20 µM; IC50 in µM for titrated hits; in the data active means inhibition mostly above about 52%, no sharp cut-off; inactive means mostly below about 76%; further: some results filed as inactive read as strong as hits
# * marks the source's active call; other numbers are inactive results; [ ] = remark or other dose. Only part of the results is shown (hit frequency here may not be typical).
# Results follow in this order: AID2073	Siah-1 displacement	KOR beta-arrestin-1	GPR35 arrestin U2OS	KOR beta-arrestin-2	GPR55 activation	GPR55 LPI antagonism	NOD1 NF-kB reporter	HIV fusion peptide
> Cc1ccc(C)c(S(=O)(=O)N2CCN(CC(=O)NC(=O)NCc3ccco3)CC2)c1
→ 21.2%	4.2%	3.0%	-10.0%	-2.7%	-0.3%	1.9%	-20.6%	0.9%
> CCCC(C(=O)n1nc(C)cc1C)C(NS(=O)(=O)c1ccc(C)cc1)c1ccccc1 (configuration not stated)
→ -1.0%	-2.4%	2.4%	-12.3%	-24.2%	-0.1%	2.5%	4.8%	-1.1%
> O=C(NNS(=O)(=O)c1ccccc1)c1sccc1-n1cccc1
→ 4.0%	-2.9%	3.8%	1.6%	-11.1%	-0.2%	14.9%	6.8%	0.6%
> COC(=O)Cn1cnc2c(cnn2-c2ccccc2)c1=O
→ 9.4%	15.1%	-0.5%	-13.9%	-17.4%	0.3%	17.3%	-16.0%	-1.1%
> CC(=O)C1=NN(c2ccccc2)C2(S1)S/C(=C\c1ccccc1)C(=O)N2c1ccccc1 (configuration not stated)
→ -3.9%	-1.3%	0.6%	-1.5%	-53.0%	0.0%	10.3%	25.2%	0.7%
> COc1ccc(/C(C)=N/Nc2ccccc2Cl)c(O)c1
→ 22.4%	10.6%	-0.1%	-1.0%	2.8%	-0.3%	8.1%	2.3%	-2.7%
> O=C(NCc1ccc(F)cc1)c1ccc(CS(=O)(=O)Cc2ccc(F)cc2)o1
→ 14.2%	-2.8%	-2.3%	-6.5%	-19.5%	-0.1%	4.9%	9.1%	9.7%
> Cc1cc(S(=O)(=O)N2CCCOC2CNC(=O)C(=O)NCc2cccs2)ccc1F (configuration not stated)
→ 1.2%	8.5%	-3.6%	5.3%	13.6%	0.0%	13.0%	-19.7%	1.1%
> O=C(CCN1CCN(c2ccccc2)CC1)N/N=C/c1ccc([N+](=O)[O-])o1
→ 25.9%	-7.5%	1.3%	4.7%	-9.6%	0.1%	5.3%	-29.4%	15.1%
> CC(C)(C)n1nc2c(c1NC(=O)c1cccc(C(F)(F)F)c1)CS(=O)C2 (configuration not stated)
→ 4.3%	1.5%	-8.1%	-4.5%	5.9%	-0.1%	10.2%	2.8%	-0.2%
> O=C(Cc1ccc(Cl)cc1)Nc1ncccn1
→ -3.2%	0.0%	1.1%	-2.8%	-2.6%	0.1%	5.2%	-33.7%	1.8%
> CN1CCN(C(=O)c2ccc(N(Cc3ccccc3Cl)S(C)(=O)=O)cc2)CC1
→ 8.1%	-2.7%	-1.4%	15.5%	10.3%	-0.1%	1.0%	-2.9%	0.7%
> Cc1ccccc1N(CC(=O)Nc1ccccc1C(=O)NCc1ccco1)S(=O)(=O)c1ccccc1
→ 6.7%	13.8%	-2.8%	-20.2%	1.4%	0.1%	33.9%	-1.9%	-0.1%
> C#CCOCCOCCOCCNc1nc(N2CCN(C(=O)Cn3cc(CCCN=C(N)N)nn3)CC2)nc(N2CCN(C(=O)[C@H](C)n3cc(CCCN=C(N)N)nn3)CC2)n1
→ 2.5%	-4.7%	3.0%	-23.0%	-43.9%	-0.3%	-10.2%	-1.3%	0.7%
> CCC1CCc2c(sc(NC(=O)c3ccoc3C)c2C(N)=O)C1 (configuration not stated)
→ -4.6%	0.8%	-2.7%	-14.1%	20.1%	0.1%	9.1%	-2.9%	0.8%
> COc1cccc(CNC(=O)C2CCN(S(=O)(=O)c3cccc4cccnc34)CC2)c1
→ -2.2%	0.8%	0.1%	19.5%	3.0%	-0.2%	-9.8%	-22.9%	2.8%
> CCC(=O)c1ccc(OCC(O)CN2CCN(c3cccc(C(F)(F)F)c3)CC2)cc1 (configuration not stated)
→ 1.3%	-5.6%	-4.8%	-10.8%	-5.4%	-0.3%	10.6%	-16.4%	-0.1%
> COc1ccc(N=CC2=C(O)CCCC2=O)cc1
→ -3.8%	-0.6%	3.1%	21.1%	-26.5%	0.4%	4.2%	-41.0%	-1.7%
> O=C(NCCNC(=O)c1ccccn1)c1ccc(F)cc1
→ -1.3%	-3.1%	0.2%	9.9%	-19.6%	-0.1%	-6.7%	-3.6%	-0.4%
> COC(=O)c1ccc(CSc2n[nH]c(=S)s2)o1
→ -8.7%	0.9%	-3.6%	-18.1%	18.9%	-0.2%	-2.6%	-14.2%	1.7%
> C/C=C(/C)C(=O)O[C@@H]1[C@H](OC(=O)C=C(C)C)c2c(ccc3ccc(=O)oc23)OC1(C)C
→ 5.1%	6.9%	-1.9%	1.6%	-15.0%	-0.1%	7.2%	-4.3%	2.6%
> O=C(COc1ccccc1N1C(=O)c2ccccc2C1=O)c1ccc(Cl)cc1
→ 0.8%	2.9%	-3.8%	-17.4%	17.4%	0.0%	6.8%	-1.1%	-0.2%
> Cc1ccc(OCC(=O)Nc2cccc(S(=O)(=O)NC3=NCCCCC3)c2)cc1C
→ 3.4%	2.7%	-1.2%	-2.7%	-24.0%	-0.1%	-8.5%	-93.0%	-2.2%
> CCOc1ccc(-c2nc(C#N)c(NCC(C)C)o2)cc1
→ 19.3%	-0.5%	-2.7%	-7.6%	-11.3%	0.2%	6.0%	-2.2%	9.9%
> COC(=O)c1cc2sc(Cl)cc2n1Cc1nc(-c2cccc(C)c2)oc1C
→ 5.4%	1.7%	-2.5%	2.0%	-15.2%	0.6%	-2.6%	28.1%	0.8%
> CCCSCCCNC(=O)Cn1cc2c(n1)CCCCC2
→ 4.1%	-1.5%	-1.0%	-0.5%	7.1%	-0.1%	-0.2%	-33.0%	1.0%
> COC(=O)C1C(O)C(C)C(O)C(C)(O)/C=C\C=C(/C)C(=O)Nc2c(C)c(OC(C)=O)c3c(c2O)C(=O)C(C)=C2OCOC(=C23)/C(C)=C/C(C)(O)C(O)C(C)C1O (configuration not stated)
→ 10.7%	4.1%	6.5%	8.9%	-2.3%	0.2%	12.2%	1.5%	7.3%
> O=C(c1cccc(Cl)c1)N1CCN(CCCc2ccccc2)CC1
→ -7.1%	1.1%	0.2%	7.3%	5.0%	-0.1%	0.4%	-6.5%	0.6%
> COc1cc(-c2nnc(SCc3c(F)cccc3Cl)o2)cc(OC)c1OC
→ -7.6%	1.1%	1.2%	6.1%	-28.9%	-0.1%	-3.7%	-32.8%	-0.9%
> CC(=O)c1ccccc1NC(=O)COC(=O)/C=C/c1ccc(C)o1
→ 3.7%	0.8%	5.1%	-2.6%	-27.2%	-0.2%	0.1%	-25.6%	-0.1%
> COc1cccc(C(=O)O/N=C(\N)c2ccncc2)c1
→ 12.1%	-1.2%	6.1%	6.5%	-17.4%	0.2%	-10.6%	-16.0%	0.8%
> Cc1ccccc1NC(=S)N1CCN(c2ccccc2Cl)CC1
→ -10.4%	1.9%	-0.9%	4.4%	21.1%	-0.1%	12.8%	26.6%	-2.0%
> O=C(NCc1cccnc1)Nc1ccc(F)cc1F
→ -7.3%	3.8%	2.9%	-7.3%	-85.4%	0.5%	-14.4%	-21.9%	-0.2%
> Cc1nn(Cc2ccccc2)c(Cl)c1/C=N/NC(=O)c1cccnc1
→ 2.5%	1.5%	-1.4%	-17.2%	-19.2%	0.9%	-2.6%	-52.4%	1.7%
> Cc1c(Cl)ccc2c(C(=O)NCCCn3nccc3C)cc(-c3ccccn3)nc12
→ 21.8%	-1.9%	4.3%	-7.5%	-6.6%	0.6%	5.6%	-29.5%	-0.5%
> N#Cc1c(-c2ccccc2)nc(-c2ccccc2)nc1N1CCOCC1
→ 4.3%	-8.5%	-4.1%	-2.8%	15.5%	-0.1%	-7.9%	11.6%	-3.2%
> CCc1cc2ccccc2nc1SCC(=O)NC1CCCC1
→ 10.0%	-4.0%	-0.8%	-5.0%	-28.8%	0.1%	-6.3%	13.6%	0.7%
> CCC(=O)N1CCN(c2ccc(OC)cc2[N+](=O)[O-])CC1
→ -7.1%	-1.2%	-0.6%	-1.3%	6.1%	0.7%	-2.3%	-20.5%	0.6%
> Cc1ccc(CN(C)C(=O)C2CCCN2C(=O)c2cccs2)o1 (configuration not stated)
→ 15.8%	-4.5%	-5.3%	19.8%	-3.0%	-0.2%	7.1%	17.8%	0.7%
> CCN(CC)C(=O)Cn1cc(S(=O)(=O)CC(=O)Nc2cc(C)on2)c2ccccc21
→ 2.7%	13.5%	-0.7%	1.1%	27.0%	-0.1%	4.0%	-24.0%	1.0%
> Cc1cccc(OCC(=O)NCC2CCCO2)c1C (configuration not stated)
→ -2.2%	5.2%	-4.3%	-25.2%	22.9%[20 µM]	0.1%	4.8%	-29.4%	-0.3%
> Cc1c(NS(=O)(=O)c2ccc(Cl)c(C(=O)OC(C)C(=O)N3CCOCC3)c2)c(=O)n(-c2ccccc2)n1C (configuration not stated)
→ -14.0%	-3.0%	-1.9%	-0.3%	3.2%	0.7%	-0.1%	-14.1%	-0.9%
> CCOC(=O)c1c(C)nc2sc3c(=O)[nH]cnc3c2c1-c1ccc(OC)cc1
→ 32.1%	-3.1%	2.7%	-0.1%	-42.5%	-0.5%	3.4%	-17.4%	-0.4%
> Cc1nc(C)c(C(=O)Nc2ccccc2)s1
→ 23.4%	-0.8%	5.7%	-7.4%	-0.1%	-0.2%	8.0%	4.5%	2.5%

# A second format for part of the listing above:
molecule,AID2073,Siah-1 displacement,KOR beta-arrestin-1,GPR35 arrestin U2OS,KOR beta-arrestin-2,GPR55 activation,GPR55 LPI antagonism,NOD1 NF-kB reporter,HIV fusion peptide
Cc1c(NS(=O)(=O)c2ccc(Cl)c(C(=O)OC(C)C(=O)N3CCOCC3)c2)c(=O)n(-c2ccccc2)n1C (configuration not stated),-14.0%,-3.0%,-1.9%,-0.3%,3.2%,0.7%,-0.1%,-14.1%,-0.9%
CCOC(=O)c1c(C)nc2sc3c(=O)[nH]cnc3c2c1-c1ccc(OC)cc1,32.1%,-3.1%,2.7%,-0.1%,-42.5%,-0.5%,3.4%,-17.4%,-0.4%

# Arranged by molar mass (highest first): some entries from above.
# Results follow in this order: AID2073	Siah-1 displacement	KOR beta-arrestin-1	GPR35 arrestin U2OS	KOR beta-arrestin-2	GPR55 activation	GPR55 LPI antagonism	NOD1 NF-kB reporter	HIV fusion peptide
> N#Cc1c(-c2ccccc2)nc(-c2ccccc2)nc1N1CCOCC1
→ 4.3%	-8.5%	-4.1%	-2.8%	15.5%	-0.1%	-7.9%	11.6%	-3.2%
> Cc1ccc(CN(C)C(=O)C2CCCN2C(=O)c2cccs2)o1 (configuration not stated)
→ 15.8%	-4.5%	-5.3%	19.8%	-3.0%	-0.2%	7.1%	17.8%	0.7%
> Cc1cccc(OCC(=O)NCC2CCCO2)c1C (configuration not stated)
→ -2.2%	5.2%	-4.3%	-25.2%	22.9%[20 µM]	0.1%	4.8%	-29.4%	-0.3%
